# ERK EGF block: inhibitors of EGF-stimulated ERK signaling pathway. HEK293-V1b, EGF-stimulated phospho-ERK AlphaScreen. Potency, µM (titrated, usually from 11.5 µM), without a hit: at the top dose activity change, negative = inhibition, hits mostly inhibitors. 0.41% of 130,000 active; active = well fitted inhibition curve with a large enough effect; inconclusive = small, poorly fitted or top-dose-only effect, or effect the other way;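 note: plate controls were stimulated vehicle wells for no effect and unstimulated vehicle basal for full effect; nearly all actives have a fitted effect of over 55% in size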
#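 Readout: AlphaScreen signal for phosphorylated ERK in lysed HEK293 cells stably expressing V1b. Stimulus 25 nM EGF, 5 min, following 30 min compound exposure. Data scaled to DMSO basal and full EGF activation.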
# * = called active by the depositor; ? = inconclusive; & = joins results of further samples; [ ] = remark or other dose. Potency is the fitted concentration of half-maximal effect. A portion of the library; count on the stated rates, not on these rows.
structure | ERK EGF block
NS(=O)(=O)c1ccc(NC(=O)c2cc(-c3cccs3)nc3ccccc23)cc1 | 10.7%
O=C(c1ccccc1F)N1CCC(N2CCCCCC2)CC1 | 5.1%
Cc1nc2ccccc2cc1C(=O)N/N=C/c1cccc([N+](=O)[O-])c1 | 7.2%
CC(=O)N1CCN(c2ccc(NC(=S)NC(=O)c3ccccc3)cc2)CC1 | 2.1%
C=CCNC(=S)Nc1nc2c(cc1C(=O)OCC)CCCC2 | -0.2%
CC1CCC/C(=N/NC(=O)c2ccccc2-n2cccc2)C1 (stereo not given) | 9.0%
CCCCn1c2ccc(F)cc2c2nnc(NN)nc21 | ?
Cc1oc(S(=O)(=O)N2CCCC2)cc1C(=O)Nc1ccc(F)cc1 | -4.5%[57.5 µM]
Cn1ncc(Cl)c1C(=O)Nc1cccc(Cl)c1 | -8.3%
CC1CCCCN1C(=O)c1ccc(COc2ccc([N+](=O)[O-])cc2)o1 (stereo not given) | 5.8%
Nc1c(C(=O)N2CCCC2)sc2nc3c(cc12)CCCCCC3 | -0.2%
CC(C)NC(=O)c1cc2n(n1)C(C(F)(F)F)CC(c1ccco1)N2 (stereo not given) | -4.5%
O=C(c1cc2c(s1)CCCC2)N1CCN(c2ccccc2)CC1 | -2.3%[57.5 µM]
Fc1cccc(CSc2nnc3ccc(-c4ccncc4)nn23)c1 | 1.9%
COc1ccccc1Nc1nc(N)nc(CSC(=S)N2CCCCC2)n1 | -4.2%[57.5 µM]
COc1ccc2c(=O)c3c(=O)n(-c4ccccc4)c(-c4ccc(C)cc4)nc3oc2c1 | 4.0%[57.5 µM]
Cc1ccnc(NC(=O)C2(c3cccs3)CCOCC2)c1 | 0.0%
O=C(/C=C/c1ccccc1)Nc1scc(-c2ccccc2)c1C(=O)O | 3.4%
CC(C)CN=CC1=C(O)c2ccccc2C1=O | 8.5%[57.5 µM]
CCCNC(=O)c1cc2nc(-c3ccccc3)cc(C(F)(F)F)n2n1 | 2.6%
CC(SCC(=O)NC(C)C1CC2CCC1C2)C(=O)O (stereo not given) | 2.2%
C/C(=N/NC(=O)c1ccccc1)c1ccc(NC(=O)C(F)(F)F)cc1 | 4.1%
CC1(N(O)C=C2C=CC(=O)C=C2)CCCCC1=O (stereo not given) | -6.5%[57.5 µM]
Cc1ccccc1C(=O)Nc1cccc(C(=O)N/N=C/c2cc(Cl)cc([N+](=O)[O-])c2O)c1 | ?
CCN(CC)C(=O)c1nn(-c2ccccc2)c2c1C1CCC2(C)C1(C)C (stereo not given) | -8.7%
CC(NC(=O)CCn1c(=S)[nH]c2ccsc2c1=O)c1ccccc1 (stereo not given) | 0.4%
Cc1cc(C)nc(/N=C(\N)N2CCCCC2)n1 | -3.5%
Cc1ccc(S(=O)(=O)N/N=C/c2cccc3nccnc23)cc1 | 5.3%[57.5 µM]
CC1CCCC(NC(=O)COC(=O)Cc2ccc(Br)cc2)C1C (stereo not given) | -12.2%
CC(C)(C)c1ccc(C(=O)Nc2ccc(F)cc2)s1 | 23.9%[57.5 µM]
Cc1cc(Cl)ccc1OCC(=O)NCCCn1ccnc1 | -0.5%
COc1ccc(/C=N/NC(=O)CNC(=O)C2COc3ccccc3O2)cc1OC (stereo not given) | 1.5%
CCOC(=O)c1cc(CC)sc1/N=C/C1C(=O)CCCC1=O | 1.7%
Cn1c(=O)[nH]c(=O)c2c1nc(N1CCOCC1)n2CC(=O)c1ccccc1 | 6.4%
CCc1ccc(N2CC(C(=O)NCc3ccco3)CC2=O)cc1 (stereo not given) | -1.4%
CCOc1ccc2nc(N/C(N)=N/S(C)(=O)=O)nc(C)c2c1 | -4.3%[57.5 µM]

# Three compounds from above, ordered by the value under ERK EGF block, falling.
structure | ERK EGF block
Cn1c(=O)[nH]c(=O)c2c1nc(N1CCOCC1)n2CC(=O)c1ccccc1 | 6.4%
COc1ccc(/C=N/NC(=O)CNC(=O)C2COc3ccccc3O2)cc1OC (stereo not given) | 1.5%
CCc1ccc(N2CC(C(=O)NCc3ccco3)CC2=O)cc1 (stereo not given) | -1.4%

# Additional records
structure | ERK EGF block
Cc1nn(Cc2ccccc2Cl)c(C)c1C(=O)NCCN1C(=O)S/C(=C\c2ccccc2)C1=O | ?
CCOC(=O)C1=C(Nc2ccc(Cl)cc2)OCC1=O | -1.4%[57.5 µM]
CC(C)C(=O)N1CCN(c2ccccc2NC(=O)c2ccc(C#N)cc2F)CC1 | -2.8%
COCCN(C(=O)c1ccco1)c1nnc(-c2ccc(OC)c(OC)c2)s1 | -6.9%
CCOC(=O)c1sc(N/N=C/c2ccccc2)nc1C | -5.3%
O=C(Nc1cc(S(=O)(=O)Nc2ccc(Cl)cc2)ccc1O)c1ccc(S(=O)(=O)N2CCCCCC2)cc1 | -8.7%
CSc1sc(C(=O)N(C)C)cc1S(=O)(=O)C(C)C | -6.9%[57.5 µM]
CCCc1nc2ccccc2n1Cc1ccccc1OC | 4.4%
CCOc1ccc(CN2C(=O)c3ccccc3C2=O)cc1C(=O)Nc1nnc(SCC)s1 | 0.2%
COC(=O)c1ccc(NC(=O)CSc2nc3ncccc3[nH]2)cc1 | 5.7%[57.5 µM]
CC(=O)c1c(COC(=O)c2ccc(F)cc2)nc2ccccc2[n+]1[O-] | -2.6%[57.5 µM]
COC(=O)C1=C(C)N(C)C(=S)N(C)C1c1ccc(OC)cc1 (stereo not given) | -8.6%

# 5 entries drawn at random from the list so far:
structure | ERK EGF block
CSc1sc(C(=O)N(C)C)cc1S(=O)(=O)C(C)C | -6.9%[57.5 µM]
CC(=O)c1c(COC(=O)c2ccc(F)cc2)nc2ccccc2[n+]1[O-] | -2.6%[57.5 µM]
COCCN(C(=O)c1ccco1)c1nnc(-c2ccc(OC)c(OC)c2)s1 | -6.9%
Cc1nn(Cc2ccccc2Cl)c(C)c1C(=O)NCCN1C(=O)S/C(=C\c2ccccc2)C1=O | ?
COC(=O)c1ccc(NC(=O)CSc2nc3ncccc3[nH]2)cc1 | 5.7%[57.5 µM]

# (cont.)
structure | ERK EGF block
O=C(Cn1nc(C(F)(F)F)c2c1CCC2)Nc1ccccc1C(F)(F)F | 6.1%
CCOC(=O)C1(Cc2cccc(F)c2)CCN(C(=O)c2cnc(C)cn2)CC1 | 3.0%
CCOc1ccc(NC(=S)N(C)C)cc1 | 0.9%[57.5 µM]
O=C(COc1ccc(Cl)cc1)NCc1nnc(SCC(=O)N2CCCC2)o1 | 5.1%
CCN1CCN(c2ccc(S(=O)(=O)N3CCCC3)cn2)CC1 | 8.4%
Cn1cc(C(=O)N/N=C/C=C/c2ccccc2)ccc1=O | -2.9%
CCOc1cc(C(=O)NC)cc(Br)c1OC | -8.6%
CCC(=O)NCCCCCCCCCNC(=O)CC | 6.1%
COc1cc(OC)c(NC(=O)c2ccc(F)cc2)cc1Cl | 1.5%
C/C(=N\NC(=O)C1CC1)c1ccc(N2CCOCC2)cc1 | 2.2%
C[n+]1c2n(c3ccccc31)N=C(c1ccc(-c3ccccc3)cc1)CS2 | 4.3%
CCOC(=O)C1=C(C)C(c2cccc(Oc3ccccc3)c2)NC(=S)N1 (stereo not given) | 5.4%
O=C(NCCCN1CCOCC1)/C(=C/c1ccc(F)cc1)NC(=O)c1ccccc1 | 6.0%
CN(C)c1nccc(NCc2ccccc2)c1C#N | 5.2%
C#C[C@]1(O)CC[C@H]2[C@@H]3CCc4cc(OC5CCCC5)ccc4[C@H]3CC[C@@]21C | ?
COc1cccc(-c2csc(NC3OC(=O)c4c3ccc(OC)c4OC)n2)c1 (stereo not given) | -0.1%[57.5 µM]
O=C(CCc1ccc(Oc2cc([N+](=O)[O-])cc([N+](=O)[O-])c2)cc1)Nc1cccc(Cl)c1 | 14.8%
COc1ccccc1N1CCN(C(=O)c2oc3ccc(F)cc3c2C)CC1 | -1.7%
CCOC(=O)NC(=O)CSc1nc2ccc([N+](=O)[O-])cc2[nH]1 | 6.8%
Cc1c(C(=O)Nc2ccc(F)cc2)c2ccccn2c1CCc1ccncc1 | -3.2%
O=C(O)c1ccccc1-n1c2ccccc2c2ccccc21 | 1.8%[57.5 µM]
Nc1ccccc1C#CCCCCO | 1.0%&-0.7%
CCOC(=O)c1c(NC(=O)C2CCCCC2C(=O)O)sc2c1CCCCC2 (stereo not given) | -13.2%
CCCn1ncc(CN2CCC(Cc3cccc(F)c3)(C(=O)OCC)CC2)c1C | -10.5%[57.5 µM]
O=C(Cc1ccccc1)NNC(=S)NC(=O)c1cccnc1 | 7.0%[57.5 µM]
CCN(c1ccccc1)S(=O)(=O)c1ccc(Cl)c(NC(=O)CN(C)C2CCN(C)CC2)c1 | -6.7%[57.5 µM]
O=c1c2sc3ccccc3c2[nH]c(=S)n1CCN1CCOCC1 | 0.8%
CN(CC(O)COc1ccccc1F)C1CCCCC1 (stereo not given) | -5.3%
Cc1ccc2nc(-c3ccc(N4C(=O)CC(N5CCC(C(N)=O)CC5)C4=O)cc3)sc2c1 (stereo not given) | -1.3%
CN1C=CC(=CC=C2C=CC(=O)C=C2)C=C1 | -4.1%[57.5 µM]
CCn1c(CNC(=O)c2ccccc2F)nnc1SCc1nc2ccccc2c(=O)[nH]1 | -1.5%
COc1cccc(C2C3=C(CC(C)(C)CC3=O)Nc3n[nH]c(C)c32)c1 (stereo not given) | -6.3%
C=CCn1c(SCC(=O)Nc2ccc(-c3nc4ccc(C)cc4s3)cc2)nnc1-c1ccncc1 | 2.6%
O=C(c1ccco1)N1CCC2(CC1)CCN(c1ncccn1)CC2 | -7.4%
Cc1cccc(NC(=S)NCCN2CCOCC2)c1 | -1.0%
Cc1noc(C)c1C(=O)N1CCN(c2ccc(OCc3ccccc3)cc2)CC1 | -6.0%[57.5 µM]
CC(C)Nc1nc(-c2ccncc2)nc(-c2ccc(Cl)cc2)c1C#N | -3.7%
CC1=NN(c2nc(-c3ccc(C)cc3)cs2)C(=O)C1N=Nc1ccc(C(N)=O)cc1 (stereo not given) | 5.1%
CC#CC[N+](C)(C)CC(=O)c1ccccc1 | -5.2%[57.5 µM]
NC(Cc1cccc(-c2ccccc2CP(=O)(O)O)c1)C(=O)O (stereo not given) | 7.8%
O=C1C(C2=NC(c3ccccn3)C3C(=O)N(c4ccccc4)C(=O)C23)=C(O)c2ccccc21 (stereo not given) | -2.2%[57.5 µM]
Cc1ccccc1CC1(CO)CCCN(C(=O)c2cc(Cl)ccc2F)C1 (stereo not given) | -4.1%
COc1ccc(C(=O)NNC(=O)c2cc3cc(OC)ccc3oc2=O)cc1 | 0.6%[57.5 µM]
Cc1ccc(S(=O)(=O)NC(C)C(c2cccs2)N2CCOCC2)cc1 (stereo not given) | -4.1%
CC(C)n1cc(/C(N)=N/O)c(=O)n(Cc2ccccc2)c1=O | -8.5%[57.5 µM]
CCOC(Cn1cc(C)c(=O)[nH]c1=O)OCC | -0.1%
CCCC(OC(=O)CN1C(=O)COc2ccccc21)C(=O)NC1CCCC1 (stereo not given) | -3.1%
COc1cc(S(=O)(=O)N(C)C)ccc1F | 8.8%
COC(=O)[C@H](COC(C)(C)C)NC(=O)O[C@@H]1C(=O)c2ccc(OC)cc2O[C@H]1c1cccc(C(F)(F)F)c1 | -18.9%
O=[N+]([O-])c1ccccc1/C=C/C=N/N1CCCCC1 | ?
CNC(=S)NNC(=O)COc1cccc(C)c1C | -0.6%
N/C(=N\OC(=O)/C=C/c1ccccc1Cl)c1ccncc1 | 5.7%
N#C/C(=C\c1cn[nH]c1-c1ccc(Cl)cc1)C(=O)NC1CC1 | 3.7%
O=c1cc(-c2ccc(O)cc2)oc2ccc(O)cc12 | 4.6%&-2.7%
COc1ccc(C(=O)NC(C(=O)NCC(=O)Nc2c(C)cccc2C)C(C)C)cc1 (stereo not given) | -2.2%
Oc1ccccc1Nc1nc(NCc2ccccc2)c2ccccc2n1 | ?
O=C(NC(Cc1ccccc1)C(=O)O)/C(=C/c1ccccc1)NC(=O)c1ccccc1 (stereo not given) | -7.9%
COc1ccc(C2OC3=C(Nc4cc(C)c(C)cc4N3)C2=O)cc1 (stereo not given) | 5.0%[57.5 µM]
COc1ccc(/C=C/C(=O)NCC(=O)N/N=C/c2ccc(OC)cc2)cc1 | 3.2%
CCOC(=O)NC(=O)CSc1nnnn1-c1ccc(Cl)cc1 | -5.3%

# Additional records follow:
structure | ERK EGF block
CC(C)Nc1nc(NC(N)=S)nc(NC(C)C)n1 | -0.1%
COc1ccc2cc(C(=O)C3CCCN(C(=O)CCc4cnn(C)c4)C3)ccc2c1 (stereo not given) | -11.6%[57.5 µM]
O=C(CNC1CCCCCC1)Nc1ccccc1N1CCOCC1 | -1.3%
CN(C)c1ccc(/C=C(\C#N)C(=O)c2ccccc2)cc1 | -2.7%[57.5 µM]
Cc1cccc(N2C(=O)C3C4CC(=O)C(c5ccccc54)C3C2=O)c1C (stereo not given) | -1.3%
CSc1nc2ncc(-c3ccsc3)c(N)n2n1 | 1.2%
COc1ccc(-c2cc(C(=O)Nc3cc(OC)cc(C(=O)Nc4cccc(C(F)(F)F)c4)c3)[nH]n2)cc1 | -3.0%[57.5 µM]
Cc1ccc(S(=O)(=O)NCc2ccc(/C=C(/C#N)C(=O)NCc3ccccc3)o2)cc1 | 6.0%
Cc1cc(C)c(OCCCON2C(=O)CCC2=O)c(Br)c1 | -4.1%
CCCn1c(SCC(=O)NNC(=O)c2ccccc2)nnc1-c1cccnc1 | -5.5%[57.5 µM]
O=C(N/N=C/c1c(O)n(-c2ccc(Cl)cn2)c(=O)c2ccccc12)c1ccncc1 | -7.1%
CCCN1C(=O)c2cc(C(=O)Nc3cccc(C(C)=O)c3)ccc2C1Nc1cccc(C(C)=O)c1 (stereo not given) | -7.2%[57.5 µM]

# Screening results as filed in PubChem BioAssay.
